# Screens (PubChem BioAssay)
# aGal spleen mod – inhibits or activates alpha-galactosidase in human spleen homogenate; Potency, µM (top dose mostly 80 µM), inactives show at the top dose activity change, negative = inhibition, hits mostly inhibitors; human spleen homogenate, 4MU-alpha-Gal fluorescence, 40 min; P06280; 240,000 compounds, 0.008% hits;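 note: 0% = enzyme with vehicle and -100% = no enzyme basal signal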
# Target sequence (P06280 32-429 limits assumed): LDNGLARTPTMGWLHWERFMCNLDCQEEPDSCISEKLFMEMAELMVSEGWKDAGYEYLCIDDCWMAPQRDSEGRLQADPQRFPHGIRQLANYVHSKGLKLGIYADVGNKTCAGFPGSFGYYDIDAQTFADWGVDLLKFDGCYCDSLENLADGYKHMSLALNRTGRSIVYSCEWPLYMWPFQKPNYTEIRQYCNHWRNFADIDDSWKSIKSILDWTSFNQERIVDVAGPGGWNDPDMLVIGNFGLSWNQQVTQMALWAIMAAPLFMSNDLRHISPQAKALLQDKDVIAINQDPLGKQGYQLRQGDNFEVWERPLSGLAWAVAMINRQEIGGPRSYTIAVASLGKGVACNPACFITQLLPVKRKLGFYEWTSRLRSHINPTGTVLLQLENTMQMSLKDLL
#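 Human spleen homogenate (1 ug) was the enzyme source, with 4-methylumbelliferyl-alpha-D-galactopyranoside (1 mM final) in pH 5.0 citrate buffer with 0.01% Tween-20. Compounds were titrated; after 40 min at 37C, NaOH/glycine stop, 4-MU fluorescence read; AC50 from Hill fits.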
# RGS12 GoLoco inh – RGS12 GoLoco-Gai1 interaction inhibition | Gai1:RGS12 GoLoco peptide FP, rhodamine, 10 min | Potency, µM (titrated, usually from 61.6 µM), for the others: at the top dose activity, negative = inhibition, usual class: inhibitors | AID 880 | 230,000 compounds, 0.44% hits | P63096; active = well fitted inhibition curve with a large enough effect, not every such curve was filed as active; inactive = no such curve, though single readings can be large or run the other way; note: % is set by controls: 0 for no effect and ±100 for the full control effect; nearly all actives have a fitted effect of over 30% in size; many of its hits are not listed in these tables
# Target sequence (P63096 whole entry, looked up): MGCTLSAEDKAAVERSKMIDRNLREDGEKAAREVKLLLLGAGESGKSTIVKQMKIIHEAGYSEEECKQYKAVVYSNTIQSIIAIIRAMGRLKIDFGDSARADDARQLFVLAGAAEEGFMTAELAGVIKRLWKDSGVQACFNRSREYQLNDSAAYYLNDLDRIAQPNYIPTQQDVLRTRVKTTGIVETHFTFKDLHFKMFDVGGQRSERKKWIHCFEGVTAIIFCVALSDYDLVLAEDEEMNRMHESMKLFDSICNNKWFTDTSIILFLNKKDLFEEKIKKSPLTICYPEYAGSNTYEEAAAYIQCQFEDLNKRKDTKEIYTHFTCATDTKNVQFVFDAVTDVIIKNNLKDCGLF
# SMN2 splice enh – enhancers of SMN2 splice variant expression | 210,000 compounds, 2.8% hits | Potency, µM (top dose mostly 46.1 µM), for inactives: top-dose activity change, positive = activation, actives largely listed as activators | AID 1458 | HEK293 SMN2-luciferase splicing reporter, luminescence, 30-36 h; note: % of control where 0% means no effect; nearly all actives have a fitted effect of over 55% in size
#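 HEK293 cells carry an SMN2 minigene-luciferase reporter in which exon 7 inclusion puts luciferase in frame. Cells were seeded at 2000 cells/well, attached for 10-12 hours, then exposed to compounds for 30-36 hours at 37C before ONE-Glo luminescence.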
# GAA spleen mod – inhibits or activates alpha-glucosidase in human spleen homogenate. P10253. 240,000 compounds, 0.006% hits. human spleen homogenate, 4-MU-alpha-glucoside fluorescence. Potency, µM (doses to about 79.9 µM), without a hit: top-dose activity change, negative = inhibition, actives largely listed as inhibitors. AID 2112;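 note: 0% = enzyme with vehicle and -100% = no enzyme basal signal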
#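 Human spleen homogenate (1 ug) incubated with compounds and 1 mM 4-methylumbelliferyl-alpha-D-glucopyranoside in pH 5.0 citrate/phosphate buffer, 37 C, 40 min. Stopped at pH 10; 4-MU fluorescence (Ex 365/Em 440 nm); AC50 by Hill fit.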
# GAA inhib – inhibitors of human lysosomal alpha-glucosidase; P10253; purified human GAA, 4-MU-alpha-glucoside fluorescence; Potency, µM (series often up to 76.9 µM), inactives show top-dose activity change, negative = inhibition, actives largely listed as inhibitors; 200,000 compounds, 0.005% hits; AID 1466;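 note: plate controls were uninhibited enzyme wells for no effect and no-enzyme background for full effect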
#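 Fluorescence at Ex 365/Em 440 nm from 4-methylumbelliferone reported enzyme activity after 20 min at room temperature. Reactions used 4 nM enzyme and 400 uM substrate at pH 5.0; curves fitted with the Hill equation.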
# GAA glycogen mod – GAA glycogen-cleavage inhibition or activation | P10253 | recombinant GAA, glycogen substrate, Amplex Red glucose oxidase fluorescence | Potency, µM (series often up to 76.4 µM), inactives show top-dose activity change, negative = inhibition, usual class: inhibitors | 300,000 compounds, 0.38% hits | AID 2100;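 note: 0% = full enzyme reaction and -100% = no-enzyme basal signal; the screen sought inhibitors and activators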
#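 Recombinant enzyme (4 nM final) with compounds titrated up to 77 uM and bovine liver glycogen (30 ug) in citrate pH 5.0, 0.01% Tween-20, 37 C 40 min. Released glucose detected by Amplex Red/glucose oxidase (Ex 573/Em 610); AC50 from Hill fits.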
# ALDH1A1 block – ALDH1A1 (human) enzyme inhibition. Purified ALDH1A1, NADH fluorescence, propionaldehyde substrate. P00352. Potency, µM (top dose mostly 75.3 µM), without a hit: at the highest dose activity, negative = inhibition, actives largely listed as inhibitors. 220,000 compounds, 7.3% hits. AID 1030; active = well fitted inhibition curve with a large enough effect, not every such curve was filed as active; inconclusive = small, poorly fitted or top-dose-only effect, or another doubt; inactive = no such curve, though single readings can be large or run the other way;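 note: plate controls were no enzyme wells and a reference inhibitor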
# JMJD2E inh – blocks human JMJD2E demethylase activity; B2RXH2; JMJD2E catalytic domain, FDH-coupled NADH fluorescence (FDH is formaldehyde dehydrogenase); Potency, µM (top dose mostly 57.1 µM), without a hit: at the highest dose activity change, negative = inhibition, hits mostly inhibitors; 230,000 compounds, 1.6% hits; AID 2147; active = well fitted inhibition curve with a large enough effect, not every such curve was filed as active; inconclusive = small, poorly fitted or top-dose-only effect, or another doubt; inactive = no such curve, though single readings can be large or run the other way;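 note: 0% = wells with enzyme and -100% = buffer wells without enzyme; nearly all actives have a fitted effect of over 50% in size; many of its hits are not listed in these tables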
# Target sequence (B2RXH2 1-337 limits assumed): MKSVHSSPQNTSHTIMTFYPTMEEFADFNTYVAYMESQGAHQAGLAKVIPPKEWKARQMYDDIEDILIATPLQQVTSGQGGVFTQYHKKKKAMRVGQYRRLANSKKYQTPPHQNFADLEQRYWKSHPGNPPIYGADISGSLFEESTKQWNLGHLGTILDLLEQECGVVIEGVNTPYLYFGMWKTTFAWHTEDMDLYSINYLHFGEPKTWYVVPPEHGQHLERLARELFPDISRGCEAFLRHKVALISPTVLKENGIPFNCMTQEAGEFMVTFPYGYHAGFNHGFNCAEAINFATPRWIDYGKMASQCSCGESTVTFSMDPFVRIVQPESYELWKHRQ
# The depositor's hits bear a star; ? = inconclusive; · = not tested or not shown; & = joins results of further samples; [ ] = another dose, or the depositor's remark. Unless noted, calls come from the whole dose curve; as a rule, active = well fitted curve in the direction sought with a large enough effect; inconclusive = small, poorly fitted or top-dose-only effect, or another doubt; inactive = no such curve, though single readings can be large; an effect the other way counts as inactive or inconclusive. Potency is the fitted concentration of half-maximal effect.
SMILES,aGal spleen mod,RGS12 GoLoco inh,SMN2 splice enh,GAA spleen mod,GAA inhib,GAA glycogen mod,ALDH1A1 block,JMJD2E inh
Cc1cc(C)c2nc(N3CCC(C(=O)N4CCN(C(=O)c5ccco5)CC4)CC3)sc2c1,9%,-7%,-14%,3%,0%,3%,13µM*,-17%
CCCC(=O)OCC(=O)Nc1cc([N+](=O)[O-])ccc1OC,4%,5%,0%,6%,1%,-7%,-6%,-2%
COc1ccc(CC(=O)OCC(=O)Nc2ncc(Cl)cc2Cl)cc1OC,2%,17%,-16%,1%,-4%,-1%,2%,3%
CCOC(=O)C(Cc1ccccc1)C(=O)Nc1cccc2ccccc12 (stereo not given),8%,-4%,-15%,-13%,11%,16%,5%,0%
Cn1c(SCC(=O)Nc2ccccc2)nnc1-c1ccc2nonc2c1,5%,-1%,·,-1%,·,1%,·,-10%
Cc1ccc(CC(=O)NCCCn2ccnc2)cc1,10%,7%,16%,8%,0%,2%,7%,-4%
CCOc1ccc(Br)cc1S(=O)(=O)Nc1ccc(NC(=O)c2ccccc2F)cc1,4%,16%,25%,2%,-2%,0%,-1%,6%
C=CCNC(=S)/N=c1/ccccn1CC,-1%,-7%,·,6%,·,?,·,-10%
Cc1ccccc1-n1c(SC2CCOC2=O)nnc1-c1ccncc1 (stereo not given),-6%,-5%,13%,-10%,6%,14%,-3%,7%
COc1ccccc1-c1cc(C(=O)N2CCN(c3ccc(F)cc3)CC2)no1,-3%,9%,-18%,-2%,-1%,-3%,10%,197%
O=C(c1ccco1)N1CCN(S(=O)(=O)c2ccc3[nH]c(=O)oc3c2)CC1,5%,-1%,-7%,-10%,-10%,-17%,11%,4%
CC(C)OP(=O)(OC(C)C)C(Nc1ccccc1)c1cccnc1 (stereo not given),2%,3%,·,-2%,·,-2%,·,2%
CCCCN(C)C(=O)c1nc2ccccn2c1CN1CCC[C@H]1C(=O)OC,-16%,17%,·,-11%,13%,-11%,6%,-6%
c1ccc(-c2ncnc3cc4n(c23)CCC4)cc1,-4%,4%,-3%,2%,1%,3%,?,?
CN(CC1CCCO1)S(=O)(=O)c1ccc(C(=O)N2CCN(c3ccccc3)CC2)cc1 (stereo not given),6%,-5%,-31%[inhibitor],6%,-6%,2%,7%,4%
CC(=O)[C@H]1CCC2C3CC=C4C[C@@H](OS(=O)(=O)O)CC[C@]4(C)C3CC[C@@]21C (stereo not given in full),-7%,-22%,-20%,2%,·,·,6%,13%
CC1CC(C)(C)CC2(C1)NC(=O)N(CC(=O)NCCc1c[nH]c3ccccc13)C2=O (stereo not given),-3%,·,·,-3%,-7%,-6%,-1%,1%
C=CCNC(=S)NNC(=O)COc1cccc(Cl)c1,1%,15%,2%,-2%,?,-19%,?,-7%
Cc1nc(Cl)c2c(n1)N(CC(N)=O)C(=O)CO2,-8%,1%,1%,-7%,0%,10%,7%,8%
COC(=O)Cn1ncc2c3ccccc3n(C)c2c1=O,-5%,-9%,37%,-2%,0%,4%,2%,?
CC(=O)c1ccc(NC(=S)N2CCN(CCN3C(=O)c4cccc5cccc(c45)C3=O)CC2)cc1,-1%,0%,1%,0%,5%,1%,11%,2%
Cc1cc(C)nc(-n2nc(C)cc2NC(=O)c2cccc(S(=O)(=O)N(C)C)c2)n1,-3%,1%,14%,4%,3%,5%,-6%,4%
O=C1OCCC1Sc1nc2ccccc2c(=O)n1Cc1ccc(F)cc1 (stereo not given),0%,7%,-10%,6%,6%,-11%,?,2%
CCOC(=O)c1sc(NC(C)=O)c(C(=O)OCC)c1C,-1%,-13%,-10%,-5%,4%,0%,?,-5%
FC(F)(F)c1cc(CN2CCCC3(CCNCC3)C2)cc(C(F)(F)F)c1,-3%,4%,-2%,0%,·,·,-8%,·
CCOC(=O)c1cnn2c(C)cc(-c3ccccc3)nc12,10%,8%,32µM*,-2%,10%,2%,?,?
Cc1cc(Cl)c(OCCOCCN2CCC(C)CC2)c(Br)c1,7%,0%,4%,0%,-7%,-7%,-11%,-27%
C/C(=N\NC(=O)CC1N=C(Cc2ccccc2)NNC1=O)c1ccccc1 (stereo not given),-22%,-6%,-4%,-4%,0%,4%,-5%,-3%
COc1ccc(N2C(=O)CCC(C(=O)N3CCCCCC3)C2c2ccc(OC)c(OC)c2)cc1 (stereo not given),1%,7%,9%,5%,-3%,7%,11%,6%
CCC(C)(C)NC(=O)C(c1ccc(C)cc1)N(Cc1ccco1)C(=O)Cn1nnc2ccccc21 (stereo not given),-5%,8%,-11%,11%,2%,2%,-1%,3%
CCOC(=O)c1cnc2c(c(C)nn2CC)c1NCCN1CCOCC1,3%,-1%,·,-4%,-4%,2%,-4%,-3%
CC(C)(C)Nc1c(-c2ccc(O)cc2)nc2ccc(Cl)cn12,13%,11%,·,-2%,13%,-10%,?,-2%
CCOC(=O)Cn1c(CCC(=O)O)ccc1-c1ccc(F)cc1,24%,6%,2%,-14%,-6%,-2%,?,?
CSc1nc2ccccc2n1CC(=O)Nc1cc(C(F)(F)F)ccc1N1CCOCC1,3%,-10%,-5%,0%,-14%,-1%,2%,-6%
Cc1cc(C(=O)c2cnc(/N=C/N(C)C)s2)cc(C)c1O,-6%,8%,11%,-13%,-8%,-1%,-2%,-12%
Cc1ccc2c(CSc3nnc4ccccn34)cc(=O)oc2c1C,6%,1%,24%,-8%,-5%,0%,?,-3%

# Gathered by group, those above containing a CF3 group.
SMILES,aGal spleen mod,RGS12 GoLoco inh,SMN2 splice enh,GAA spleen mod,GAA inhib,GAA glycogen mod,ALDH1A1 block,JMJD2E inh
FC(F)(F)c1cc(CN2CCCC3(CCNCC3)C2)cc(C(F)(F)F)c1,-3%,4%,-2%,0%,·,·,-8%,·
CSc1nc2ccccc2n1CC(=O)Nc1cc(C(F)(F)F)ccc1N1CCOCC1,3%,-10%,-5%,0%,-14%,-1%,2%,-6%

# Carrying on:
SMILES,aGal spleen mod,RGS12 GoLoco inh,SMN2 splice enh,GAA spleen mod,GAA inhib,GAA glycogen mod,ALDH1A1 block,JMJD2E inh
COC(=O)c1sc2nc(N)c(C#N)cc2c1N,-7%,188%[activator],?,-1%,-2%,13%,?,?
CCCc1cc(C(=O)Nc2cccc(C(C)=O)c2)no1,-1%,-1%,15%,-14%,1%[15.4 µM],-8%,0%,4%
Cc1cc(C)cc(NC(=O)c2c(C)nc3ccccn23)c1,-2%,14%,3%,4%,14%,-13%,-8%,2%
Cc1cccc(CNc2cc(-c3c(C)noc3C)ncn2)c1,16%,3%,·,-3%,·,·,6%,·
CCNC(=S)N(Cc1cc2cc(C)ccc2[nH]c1=O)C1CCCC1,15%,-7%,1%,9%,7%,-3%,16%,-3%
O=C(O)CCS(=O)(=O)c1cc(Br)cc2c1N(C(=O)C1CC1)CC2,?,12%,-12%,-11%,-1%,-4%,-13%,?
Cn1c2c(c3ccccc31)CC/C2=N\O,8%,9%,14%,5%,3%,4%,-2%,-5%
O=C(c1csnn1)N1CCC[C@@]2(CCN(Cc3ccccc3)C2)C1,-7%,0%,2%,-7%,·,·,12%,·
CCCCn1nnnc1SCC(=O)Nc1cccc(C)n1,-5%,-6%,3%,-4%,8%,-21%,?,0%
O=C(Nc1ccc(N2CCOCC2)cc1)C1CCN(S(=O)(=O)Cc2ccccc2)CC1,5%,8%,?,-3%,4%,3%,-5%,4%
Cn1ccnc1C(O)c1ccc(OCc2ccccc2)cc1 (stereo not given),6%,1%,8%,-1%,-10%,9%,3%,7%
Cc1cccc(C)c1NC(=O)COC(=O)COc1ccc2c(C)cc(=O)oc2c1,6%,0%,-1%,3%,11%,-1%,?,13%
O=c1sc2ccccc2n1CCCOc1ccccc1,5%,-4%,?,-6%,4%,-2%,5%,1%
Cc1cc(NS(=O)(=O)Cc2ccccc2)no1,6%,13%,·,-6%,-12%,7%,6%,-2%
CC1(C)Cc2ccccc2C(NNC(=O)c2ccccc2)=N1,-1%,-1%,·,-18%,1%,-13%,-5%,2%
O=C(CSc1ncccc1C(=O)O)NCc1ccc(F)cc1,13%,6%,-11%,2%,-10%,-12%,2%,-8%
O=C(c1ccc(=O)n(Cc2ccc(Cl)c(Cl)c2)c1)N1CCOCC1,15%,-15%,-27%,-1%,-4%,?,-12%,1%
Cc1cc(=O)n2[nH]c(-c3ccccc3)cc2n1,4%,-3%,18%,2%,0%,4%,?,?
CCOCC(=O)Nc1ccc(S(=O)(=O)N2CCOCC2)cc1,6%,1%,-22%,3%,2%,7%,10µM*,-2%
CCSC1(SCC)N=C(N)C2(C#N)C(c3ccccc3)NC(C)=CC12C#N (stereo not given),7%,2%,?,0%,4%,8%,11%,-14%
Cc1ccc(SCCNC(=S)Nc2ccccc2)cc1,-3%,-8%,4%,2%,-3%,-16%,-3%,0%
COc1ccc(C(=O)Nc2cccc(C(=O)NCc3ccccc3)c2)cc1,3%,7%,1%,0%,-16%,-19%,?,5%
COC(=O)Cn1cc(C(=O)C(C)(C)C)c2ccccc21,0%,1%,·,-4%,3%,0%,-5%,-5%
NCCCS(=O)(=O)O,-4%&6%&-17%,15%&7%&2%,-14%&-51%&-2%,-4%&-2%&-9%,-1%[15.4 µM],6%,7%&9%,-12%&-6%&4%
Cc1sc2nc(SCC(N)=O)n(C)c(=O)c2c1C,4%,6%,-7%,3%,5%,-5%,-5%,9%
CCN1C(=O)c2ccc(C(=O)Nc3ncc(C)s3)cc2C1=O,3%,0%,13%,-1%,-3%,-2%,2.2µM*,9%
CCOC(=O)N1CCN(Cc2nc(-c3cccs3)no2)CC1,6%,1%,·,2%,1%,-4%,-4%,10%
O=C(CNC(=O)c1ccccn1)N/N=C/c1ccccc1,-2%,-1%,7%,-5%,5%,-9%,4%,1%
CCOc1ccc(CCNS(=O)(=O)c2cccc3nsnc23)cc1OCC,-15%,-1%,15%,-7%,1%,-1%,-4%,6%

# Only part of the results is shown; the hit share may differ from the screen's.
